# RORg inh – qHTS for inhibitors of ROR gamma transcriptional activity | Nuclear receptor ROR-gamma (Mus musculus), P51450 | 310,000 compounds, 5.4% hits | Potency, µM (series often up to 53.6 µM), for the others: at the top dose activity change, negative = inhibition, usual class: inhibitors | Drosophila S2 Gal4-RORgamma UAS-luciferase reporter, 20 h | AID 2551, 2010; also: % is scaled to controls: 0 for no effect and ±100 for the full control effect; nearly all actives have a fitted effect of over 60% in size
#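 ROR gamma transcriptional activity was tracked as Gal4-UAS luciferase output in stably transfected Drosophila Schneider cells, with compound added 1 hr before 700 uM copper sulfate induction and a 20 hr ambient-temperature incubation.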
# FLuc modulator – qHTS profiling assay for firefly luciferase inhibitor/activator using purifed enzyme and Km concentrations of substrates (counterscreen for miR-21 project); Luciferin 4-monooxygenase (Photinus pyralis), P08659; AID 588342, 2011; purified FLuc, Km substrates, luminescence inhibition; Potency, µM (doses to about 57.5 µM), for inactives: at the highest dose activity change, negative = inhibition, hits mostly inhibitors; 360,000 compounds, 6.9% hits;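 also: plate controls were vehicle for no effect and reference inhibitor for full effect; nearly all actives have a fitted effect of over 55% in size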
# Target sequence (P08659 whole entry, looked up): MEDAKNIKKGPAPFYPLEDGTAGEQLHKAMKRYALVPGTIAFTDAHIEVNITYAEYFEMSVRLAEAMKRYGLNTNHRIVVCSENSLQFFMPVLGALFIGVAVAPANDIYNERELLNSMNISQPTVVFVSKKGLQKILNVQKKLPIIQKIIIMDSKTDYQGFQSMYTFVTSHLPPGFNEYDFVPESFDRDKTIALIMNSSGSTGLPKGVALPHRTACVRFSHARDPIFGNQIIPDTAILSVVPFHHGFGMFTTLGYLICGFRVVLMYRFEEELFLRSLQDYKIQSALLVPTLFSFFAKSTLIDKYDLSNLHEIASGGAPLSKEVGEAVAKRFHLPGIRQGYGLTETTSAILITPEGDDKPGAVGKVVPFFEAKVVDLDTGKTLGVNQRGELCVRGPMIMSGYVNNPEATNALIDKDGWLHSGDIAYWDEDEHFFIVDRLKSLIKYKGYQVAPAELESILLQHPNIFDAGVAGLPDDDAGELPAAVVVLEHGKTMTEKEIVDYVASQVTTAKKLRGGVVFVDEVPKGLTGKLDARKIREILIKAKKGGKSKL
#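 Purified P. pyralis luciferase (10nM final) with 10uM D-luciferin and 10uM ATP (Km levels) in 50mM Tris acetate pH 7.5, 10mM Mg acetate, 0.01% Tween-20, 0.05% BSA; qHTS 6-point titration, ~60 µM downward; luminescence read.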
# ELG1 genotox – qHTS screen for small molecules that induce genotoxicity in human embryonic kidney (HEK293T) cells expressing luciferase-tagged ELG1; HEK293T ELG1-luciferase reporter, luminescence, 16 h; Potency, µM (highest dose often 46 µM), without a hit: at the top dose activity change, positive = activation, actives largely listed as activators; 330,000 compounds, 1.3% hits; AID 504466, 2011; also: % of control where 0% means no effect; nearly all actives have a fitted effect of over 60% in size
#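 Screening used a luciferase reporter fused to human ELG1 in HEK293T cells. Luminescence was read on a CCD plate imager after 16 hr exposure and 30 min ONE-Glo incubation.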
# uPA generation – qHTS for Inhibitors of Cell Surface uPA Generation. AID 540303, 2011. 330,000 compounds, 0.31% hits. Potency, µM (titrated, usually from 38.3 µM), for the others: top-dose activity change, negative = inhibition, actives largely listed as inhibitors. cell surface uPA generation assay, qHTS; active = well fitted inhibition curve with a large enough effect; inconclusive = small, poorly fitted or top-dose-only effect; inactive = no such curve, though single readings can be large or run the other way; tested in mouse RAW 264.7 cells; also: % is scaled to controls: 0 for no effect and ±100 for the full control effect; nearly all actives have a fitted effect of over 55% in size
# p53 reactivation – qHTS assay for re-activators of p53 using a Luc reporter; H1299 p53-A138V BP100-luciferase reporter, luminescence, 24 h; Potency, µM (top dose mostly 92.2 µM), inactives show at the highest dose activity change, positive = activation, usual class: activators; 320,000 compounds, 0.063% hits; AID 504706, 2011; also: % of control where 0% means no effect; nearly all actives have a fitted effect of over 45% in size
#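 H1299 (p53-null), stable ts p53-A138V + BP100-Luc; 1000 cells/well, Opti-MEM/10% FBS; cpd 4 pt, 1:5; 24 h, 37 deg C, 5% CO2; detection reagent 10 min RT; luminescence.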
# NPC1 promoter act – qHTS Assay for NPC1 Promoter Activators; Huh7 NPC1 promoter luciferase reporter, 24 h; Potency, µM (doses to about 9.22 µM), for the others: at the highest dose activation, usual class: activators; 320,000 compounds, 2.4% hits;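 also: % of control where 0% means no effect; nearly all actives have a fitted effect of over 60% in size; reporter is driven by a mutant NPC1 promoter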
#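 Readout is luciferase luminescence, reflecting NPC1 promoter activation in stably transfected Huh7 cells after 24 h compound exposure at 37 °C in reduced-serum medium with 10% FBS.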
# MBNL1 CUG block – qHTS Assay for Inhibitors of MBNL1-poly(CUG) RNA binding; Muscleblind-like protein 1 (Homo sapiens), Q9NR56; TR-FRET MBNL1-His/biotin-(CUG)12 binding, 665/545 ratio; Potency, µM (titrated, usually from 57.5 µM), for inactives: at the top dose activity change, negative = inhibition, hits mostly inhibitors; 280,000 compounds, 0.036% hits; AID 2675, 2010; active = well fitted inhibition curve with a large enough effect in the signal ratio, with a control signal flat, not every such curve was filed as active; inconclusive = small, poorly fitted or top-dose-only effect, or effect the other way, or a change in a side signal; inactive = no such curve, though single readings can be large or run the other way; the % refers to the signal ratio; also: % is scaled to controls: 0 for no effect and ±100 for the full control effect
# Target sequence (Q9NR56 whole entry, looked up): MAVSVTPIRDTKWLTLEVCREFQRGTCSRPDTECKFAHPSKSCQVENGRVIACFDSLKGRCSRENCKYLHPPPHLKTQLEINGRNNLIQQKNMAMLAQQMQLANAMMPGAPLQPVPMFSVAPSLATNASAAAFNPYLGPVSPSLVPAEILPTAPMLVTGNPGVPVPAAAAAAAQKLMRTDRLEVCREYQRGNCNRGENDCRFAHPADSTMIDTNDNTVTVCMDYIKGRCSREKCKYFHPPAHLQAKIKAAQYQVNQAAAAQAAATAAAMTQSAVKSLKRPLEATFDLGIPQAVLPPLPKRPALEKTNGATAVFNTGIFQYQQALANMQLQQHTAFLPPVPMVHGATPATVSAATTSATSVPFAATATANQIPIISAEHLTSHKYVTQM
#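 Ratiometric TR-FRET (665 over 545 nm, excitation 340 nm) tracks disruption of MBNL1-His/biotin-(CUG)12 complex after 60 min at room temperature, with compounds at 92 nM to 58 uM final.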
# Rab9 promoter act – qHTS Assay for Rab9 Promoter Activators; Huh7 Rab9 promoter-luciferase reporter, luminescence, 24 h; Potency, µM (highest dose often 9.22 µM), for the others: at the highest dose activation, negative = inhibition, usual class: activators; 320,000 compounds, 2.8% hits; AID 485297, 2010; also: % of control where 0% means no effect; nearly all actives have a fitted effect of over 60% in size
#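 Steps: seed 1500 Huh7 Rab9-luc cells per well, rest 2 h at 37 °C; add compound in DMSO; incubate 24 h; add luciferase reagent, 10 min ambient; read luminescence.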
# BRCA1 expr act – qHTS Assay to Identify Small Molecule Activators of BRCA1 Expression; Potency, µM (titrated, usually from 46.1 µM), for the others: at the top dose activation, actives largely listed as activators; MCF7-BRCA1-FFLuc reporter, luminescence, 48 h; response scale: scaled: vehicle 0%, 10 µM genistein 100%; 380,000 compounds, 1.1% hits; also: nearly all actives have a fitted effect of over 80% in size; some results filed as inactive show a strong effect at the top dose
#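 Using MCF7 cells harboring a BRCA1 firefly luciferase reporter, plated 2 h before compound pinning, the screen measured luminescence after 48 h incubation. Responses were normalized to DMSO and 10 microM genistein, then fitted for concentration-effect.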
# Gal4-VP16 FLuc – VP16 counterscreen qHTS for inhibitors of ROR gamma transcriptional activity. Drosophila S2 Gal4-VP16 UAS-luciferase, luminescence, 20 h. Potency, µM (series often up to 53.6 µM), for inactives: top-dose activity, negative = inhibition, usual class: inhibitors. 310,000 compounds, 3.5% hits. AID 2546, 2010;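 also: Gal4-VP16 expression switched on by copper sulfate through the metallothionein promoter; % is scaled to controls: 0 for no effect and ±100 for the full control effect; nearly all actives have a fitted effect of over 50% in size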
# An asterisk follows results filed as active; ? = inconclusive; / = not tested or not shown; [ ] = dose if it differs, or a comment. Unless noted, calls follow the shape of the dose curve; as a rule, active = well fitted curve in the direction sought with a large enough effect; inconclusive = small, poorly fitted or top-dose-only effect, or another doubt; inactive = no such curve, though single readings can be large; an effect the other way counts as inactive or inconclusive. Potency is read from the fitted curve at half-maximal effect. Hits appear at their usual frequency; about 13% have a hit in one of these screens.
cpd	structure	Rab9 promoter act	BRCA1 expr act	p53 reactivation	Gal4-VP16 FLuc	RORg inh	MBNL1 CUG block	uPA generation	ELG1 genotox	NPC1 promoter act	FLuc modulator
1	COc1ccc(OC)c(NC(=O)c2cc3oc4ccccc4c3cc2O)c1	1%	-26%	-1%	?	-12%	53%[activator]	4%	4%	22%	-12%
2	COc1ccc(S(=O)(=O)N2CCN(C(=O)CNC(=O)c3ccc4c(c3)OCO4)CC2)cc1	3%	1%	-9%	/	/	/	4%	2%	-1%	4%
3	O=C(O)CCC(=O)Nc1ccc(Br)c(Cl)c1	-2%	-18%	0%	-6%	18%	-4%	6%	2%	-2%	5%
4	CC1(C(=O)NNC(=S)NCC2CCCO2)CC1(Cl)Cl (stereo not drawn)	-1%	-11%	9%	?	?	3%	2%	0%	0%	1%
5	COc1ccc(OC)c(S(=O)(=O)N2CCC(C(=O)NCCC3=CCCCC3)CC2)c1	-2%	13%	-2%	-12%	?	-2%	0%	-4%	-4%	2%
6	COc1ccc(-c2csc(NC(=O)/C(N=Nc3ccccc3)=C(\C)O)n2)cc1	-2%	/	1%	-6%	14%	-1%	/	4%	7%	?
7	O=C(c1ccc(S(=O)(=O)c2ccc(F)cc2)c([N+](=O)[O-])c1)N1CCCCCC1	-7%	-90%	-3%	?	?	?	-7%	-5%	-2%	-2%
8	O=C(c1sc2cc(Cl)ccc2c1Cl)N1CCN(CCc2ccccn2)CC1	-2%	1%	-1%	-11%	10%	-4%	0%	-5%	-1%	-11%
9	Cc1scc(C(=O)NNC(=S)NCC(C)C)c1C	?	2%	?	-25%	1.8µM*	-10%	4%	2%	11%	-1%
10	COCCCNC(=S)N(Cc1ccccc1)Cc1ccc(F)cc1	1%	-17%	-2%	-9%	16µM*	-4%	-2%	-2%	-4%	-1%
11	Cc1ccc(S(=O)(=O)NC(C)C(=O)NC2CCCCCC2)cc1 (stereo not drawn)	0%	-22%	6%	-4%	-8%	0%	4%	-1%	5%	1%
12	Cc1ccc(C)c(N2CCN(c3nnnn3-c3ccccc3)CC2)c1	-4%	-51%	1%	1%	12%	0%	-2%	-16%	0%	3%
13	Cc1cc(C)c2c(=O)cc(C(F)F)oc2c1	-2%	-7%	-1%	0%	-2%	9%	3%	2%	-2%	2%
14	CCOC(=O)C1(CCOc2ccccc2)CCN(Cc2ccc(CO)o2)CC1	-11%	-4%	6%	-2%	-3%	-1%	-2%	-6%	-4%	4%
15	Cn1nc(-c2ccccc2)c(C(=O)NC(C(=O)O)c2ccccc2)c1Cl (stereo not drawn)	-1%	2%	3%	-5%	-16%	-14%	2%	5%	-4%	-2%
16	O=C(CSc1nnnn1C1CC1)Nc1ccc(S(=O)(=O)N2CCOCC2)cc1	-4%	0%	5%	/	/	/	19%	1%	-1%	5%
17	CC1CCN(C(=O)/C(=C\c2cccs2)NC(=O)c2ccccc2)CC1	0%	-7%	0%	18µM*	2.8µM*	39%[activator]	/	-5%	0%	?
18	CCOc1cccc(C(=O)N(Cc2ccco2)C2CCS(=O)(=O)C2)c1 (stereo not drawn)	-2%	-12%	-4%	20%	-43%	0%	4%	0%	-2%	8%
19	CC1=C(C(=O)Nc2ccccc2C)C(c2ccccc2)NC(=O)N1 (stereo not drawn)	15%	-12%	2%	-12%	17%	3%	9%	-3%	0%	2%
20	Cc1ccsc1/C=C1\SC(=S)N(CC2CCCO2)C1=O (stereo not drawn)	?	?	17%	27%	-2%	?	-2%	?	13%	11µM*
21	Cc1ccc(NC(=O)CSc2ccc(C(N)=O)cc2[N+](=O)[O-])cc1	16%	-5%	?	5%	33%	11%	5%	?	3%	?
22	Cc1[nH]c(C)c2c(=O)n(Cc3ccc(Cl)cc3)ncc12	0%	34%	-2%	4%	2%	/	1%	2%	-5%	0%
23	CCN(CC)S(=O)(=O)c1ccc(OC)c(NC(=O)CSc2cc(C)ccc2C)c1	1%	1%	-10%	-19%	?	9%	-6%	-3%	-2%	-1%
24	O=C(Nc1ccccc1)OCc1cn(-c2ccc(Cl)cc2)nn1	7%	-3%	-1%	-9%	-2%	2%	-1%	1%	1%	-2%
25	O=C(COC(=O)c1ccc(O)cc1)Nc1ccccc1[N+](=O)[O-]	-3%	3%	20%	-13%	8%	?	-2%	1%	-1%	-15%
26	Cc1c(NC(=O)COc2ccc3ccc(=O)oc3c2)c(=O)n(-c2ccccc2)n1C	0%	0%	-8%	/	/	/	3%	-1%	-2%	1%
27	COc1ccc(C(=O)COC(=O)CCCn2c(=O)oc3ccccc32)cc1	4%	-5%	6%	-5%	-10%	3%	5%	0%	0%	-19%
28	COc1ccc(C(=O)c2ccc(OC)c(N)c2)cc1N	-26%	1%[1.84 µM]	?	-9%	1.4µM*	?	-2%	18µM*	-14%	?
29	COC(=O)c1ccc2c(c1)N(C)S(=O)(=O)c1cnc(SCC(=O)C(C)(C)C)nc1-2	-5%	21%	1%	-4%	2%	-12%	2%	3%	2%	-3%
30	NS(=O)(=O)c1ccc(NC(=O)COC(=O)C2(c3ccc(F)cc3)CCCC2)cc1	-1%	-39%	-4%	-10%	10%[10 µM]	/	0%	-5%	2%	-1%
31	CCOC(=O)CSc1nc2ccccc2c(=O)n1NC(=O)c1ccccc1	3.5µM*	?	44%	-3%	-22%	-2%	/	?	?	?
32	CS(=O)(=O)N1CCC(C(=O)Nc2cccc(Cl)c2)CC1	-11%	-12%	-3%	-7%	-2%	-13%	4%	-1%	-6%	3%
33	NC(=O)C1CCN(c2oc(-c3cccs3)nc2S(=O)(=O)c2ccc(Br)cc2)CC1	/	-14%	8%	/	/	/	7%	-5%	/	/
34	CCOC(=O)c1cc(-c2c(Cl)cccc2Cl)no1	0%	7%	-2%	-1%	7%	5%	-1%	-8%	-1%	-1%
35	Cc1ccc(CNS(=O)(=O)NCc2cccs2)cc1	6%	13%	-2%	-15%	22%	/	8%	-3%	-13%	-5%
36	O=c1c(Cc2ccc(F)cc2)c(O)ccn1C1CCCCC1	-6%	-22%	-4%	-5%	-19%	-4%	11%	-11%	0%	4%
37	CC(C)Cn1c(=O)c(C(=O)Nc2ccccc2S(N)(=O)=O)c(O)c2ccccc21	-4%	-72%	8%	?	-9%	-14%	/	-11%	-1%	5%
38	COCC(C)n1c(C)cc(C(=O)COc2ccc(C)nc2[N+](=O)[O-])c1C (stereo not drawn)	-10%	1%	-10%	-6%	13µM*	/	-2%	1%	-8%	-7%
39	CC(NC(=O)CN1CCN(C(=O)c2cccs2)CC1)c1ccc(F)cc1F (stereo not drawn)	/	-11%	-4%	/	/	/	14%	-2%	/	/
40	O=C(CSc1nnnn1-c1ccccc1)Nc1nc(-c2ccccc2)ns1	-6%	-30%	15%	-5%	?	-6%	-4%	-7%	2%	-11%
41	S=C(NCCc1ccccc1)N/N=C/C1CCCCC1	15%	/	8%	5.6µM*	1.4µM*	23%	/	6%	20%	?
42	Cc1cc(Cl)ccc1NC(=O)COC(=O)CCNS(=O)(=O)c1ccccc1	-2%	5%	9%	/	/	/	4%	-3%	-1%	2%
43	Nc1cc(C(=O)c2cccs2)ccc1Cl	7%	24%	18%	10%	?	5%	-6%	7%	10%	?
44	COc1ccc(Cn2nnnc2CN2CCC(O)(c3ccccc3F)CC2)cc1	-13%	-4%	-5%	-20%	-1%	-5%	0%	0%	2%	1%
45	COc1ccccc1OCC(=O)Nc1sc2c(c1C(=O)NCC1CCCO1)CCC2 (stereo not drawn)	-1%	-17%	-7%	?	?	-7%	14%	-5%	-3%	-2%
46	O=[N+]([O-])c1ccc(NCCNCCOc2nonc2-c2ccccc2)c([N+](=O)[O-])c1	1%	-19%	2%	-10%	34%	?	/	-5%	-2%	-2%
47	O=c1[nH]c2ccc(NS(=O)(=O)c3ccc(F)c(Cl)c3)cc2[nH]1	3%	-11%	-4%	6%	0%	7%	/	4%	-1%	0%
48	Cn1c(CN2CCN(C(=O)c3ccccc3Cl)CC2)nc2cc([N+](=O)[O-])ccc21	0%	-16%	-3%	3%	42%	?	-1%	-9%	-3%	1%
49	O=S(=O)(NCc1ccc(F)cc1)c1ccc(Br)cc1Br	-8%	-8%	13%	/	/	/	?	0%	-2%	1%
50	Cc1ccc(-c2nc3ccccn3c2NC(=O)c2ccco2)cc1	-1%	-1%	-9%	12%	40µM*	?	-6%	12%	-2%	-18%
51	Cc1cc([N+](=O)[O-])nn1CCC(=O)NC1CCCCCC1	1%	-17%	-11%	-2%	15%	/	5%	0%	0%	-1%

# Screening data: PubChem, National Center for Advancing Translational Sciences (NCATS)
